# HIF activator – HIF pathway transcriptional activation; U2OS HRE-luciferase reporter, luminescence; normalized: DMSO 0%, desferrioxamine 100%; activation, % at 7.5 µM (by protocol); 300,000 tested, 0.32% active;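 active = mean activation of at least 10% of the iron chelator positive control signal, with at least half of replicates also reaching 10%; inconclusive = mean and replicate majority disagree about reaching 10%; inactive = mean and most replicates under 10%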
# HSP90 refold inh – blocks HSP90-mediated luciferase refolding in reticulocyte lysate; Rabbit reticulocyte lysate, luciferase refolding luminescence, 3 h; 290,000 tested, 0.91% active; inhibition, % at 5.6 µM;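 active = inhibition above the screen-wide mean plus 3 SD, computed separately per campaign, cut at about 16% in these data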;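 also: 0% = DMSO wells and 100% = 60 µM geldanamycin wells; inhibitors lower the luminescence because luciferase stays unfolded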
# KLF5 inh – kruppel-like factor 5 inhibition; DLD-1 KLF5 promoter-luciferase reporter, luminescence; inhibition, % at 5 µM; 290,000 tested, 0.23% active; AID 1700;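 active = inhibition above a per-plate limit of that plate's mean compound inhibition plus 3 SD, cut at about 60% in these data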;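 also: 0% = DMSO wells and 100% = LY294002 at 200 µM; higher means less KLF5 promoter-driven luciferase light; inactives centre near -14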
# Platelet DG rel – platelet dense granule release activity; human platelet-rich plasma, SFLLRN dense granule ATP release, luminescence; inhibition, %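 (compounds screened at 7.5 µM in platelet-rich plasma)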; 300,000 tested, 0.22% active;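 active = mean replicate score, as percent of positive control, at or above 50; inconclusive = mean below 50 but at least one replicate at or above 50; inactive = mean and every replicate below 50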
# SKKanGAS inh – blocks kanamycin growth of S. pyogenes SKKanGAS strain; BacTiter-Glo, 6 h; inhibition, % at 7.5 µM; 300,000 tested, 1.3% active;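 active = mean replicate score, as percent of positive control median, at least 50; inconclusive = mean below 50 but one replicate at or above 50; inactive = mean and every replicate below 50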;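 also: strain carries kanamycin resistance gene driven by streptokinase promoter and grows in 40 µg/ml kanamycin; loss of luminescence reflects streptokinase promoter inhibition or plain growth inhibition; 0% = median of DMSO wells and 100% = positive control at its reference dose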
# HSF1 inh – HSF1 inhibition | 300,000 tested, 0.77% active | AID 2098 | activity change, negative = inhibition, % at 7.5 µM (by protocol) | NIH3T3-HGL HSE-luciferase, MG132-induced, luminescence 8 h; stronger effect = lower value;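 active = more than half of replicate wells show activity change below -50%, luminescence cut by over half; inconclusive = some wells, but at most half, below -50%; inactive = no replicate well below -50%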;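 also: luciferase reports HSF-1 transcriptional activity via heat shock element; 0% = median of DMSO wells and -100% = zero luminescence signal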
# IEC-6 tox – kills IEC-6 intestinal cells in KLF5 counter-screen | 290,000 tested, 0.78% active | IEC-6 cytotoxicity, luminescence viability | AID 1825 | inhibition, % at 5 µM; in the data active = inhibition above about 22%;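 also: 0% = plate median of test compound wells and 100% = cytotoxic reference compound wells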
# aSyn UTR inh – 5' untranslated region of α-synuclein, MLPCN primary screen | alpha-synuclein 5'UTR reporter, inhibitor activity | inhibition, % (tested at 7.5 µM) | AID 1813 | 300,000 tested, 0.82% active; in the data active = inhibition above about 60%; inconclusive = no clear call, values can overlap the other calls;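 also: H4 neuroglioblastoma cells stably carrying SNCA 5'UTR luciferase fusion; 0% = DMSO wells and 100% = positive control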
# HSF-1 act – increases HSF-1 driven luciferase reporter signal; NIH3T3-HGL HSF-1 luciferase reporter, MG132, 8 h; 100% = twice DMSO control signal; activation, % at 9 µM; 300,000 tested, 1.7% active;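 active = mean replicate activation of at least 50% with a set share of replicates each reaching 50%; inconclusive = only one of those two conditions met; inactive = mean below 50% and too few replicates reaching it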;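 also: 0% = median of the neutral control wells and 100% = twice that signal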
# AI-2 QS mod – Vibrio harveyi AI-2 quorum sensing modulation; Vibrio harveyi JMH597 AI-2 luminescence/OD600 ratio, 9 h; stronger effect = lower value; strain lacks LuxN and CqsS sensors; 0 = neutral-control median; activity change, % at 7.5 µM; 300,000 tested, 0.4% active; AID 2094; in the data active = activity change below about -75%, passing the limit was not always enough; inconclusive = no clear call, values can overlap the other calls;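 also: luminescence divided by OD600 gain over 9 h not by final OD600 alone; inactives centre near 13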
# * hit, by the source's call; ? = inconclusive; / = not tested or not shown. Outcome played no part in choosing rows (roughly 6% active in at least one column).
SMILES,HIF activator,HSP90 refold inh,KLF5 inh,Platelet DG rel,SKKanGAS inh,HSF1 inh,IEC-6 tox,aSyn UTR inh,HSF-1 act,AI-2 QS mod
Cc1ccc(SCC(=O)OC(C)C(=O)NC2(C#N)CCCCC2)cc1 (stereo not given),-0.3,/,/,-11,-8,1,/,2,-11,20
C=C(C)COc1ccc2oc(C)c(C(=O)OCCOC)c2c1,0.3,-4,-5,-11,-9,6,-3,23,16,-11
O=C(CNCc1ccc(F)cc1)Nc1ccccc1[N+](=O)[O-],-0.2,0,-7,3,0,2,1,10,8,5
C/C(CC(=O)Nc1ccccc1C(F)(F)F)=N\NC(=O)c1cnccn1,0.3,/,/,-2,-1,-84*,/,-11,-88,1
CC(C)(C)c1cc(Cc2ccccc2)[nH]n1,0.0,-1,-26,1,-2,-2,-8,-8,-5,7
CC1CCN(c2c([N+](=O)[O-])nn(-c3ccc4c(c3)OCCO4)[n+]2[O-])CC1,0.5,17*,-47,-6,2,-17,8,-98,-33,34
O=C(Nc1cc(C(F)(F)F)ccc1Cl)c1ccncc1,-0.3,0,-8,-14,-8,6,0,-7,38,-3
CC(=O)Nc1ccccc1NS(=O)(=O)c1ccc(Cl)cc1,0.2,1,-45,9,3,7,0,24,5,17
CCN(CC(=O)NC(C)C)C(=O)c1ccc(Cl)cc1,-0.3,0,-23,17,5,0,1,17,12,22
O=C(CCCN1C(=O)/C(=C\c2cccs2)SC1=S)NNC(=O)c1ccncc1,-0.2,0,-11,-3,-21,1,-7,-35,-1,5
Cc1ccc([N+](=O)[O-])cc1/C=N/Nc1nnnn1-c1ccccc1,0.0,3,10,-4,-3,5,6,-10,3,10
C=C(C)CNC(=O)C1CCC(=O)N(CCCc2ccccc2)C1 (stereo not given),0.7,2,-47,-3,-2,2,-4,4,5,22
O=C(CCc1nnc(CCCCc2ccccc2)o1)N1CCN(CCO)CC1,-0.2,4,-5,-17,4,0,-4,-3,-10,1
O=C(NCC1c2ccccc2CCN1C(=O)CN1CCOCC1)C1CCCCC1 (stereo not given),0.0,-3,-11,6,2,0,-5,-23,-3,14
Cc1ccc(NC(=O)/C(=C/c2cccs2)NC(=O)c2ccco2)c(C)c1,-0.7,1,-3,4,-5,2,-6,-8,2,32
O=C(CCC(=O)N1CCN(c2ccc(O)cc2)CC1)c1ccc(Br)cc1,0.1,-5,8,0,0,40,4,6,91*,10
O=C(CCCC(=O)OCC(Cl)=C(Cl)Cl)Nc1cccc2ccccc12,-40,0,-20,-7,-15,0,-3,-26,-5,23
CC1(C)Cc2c(sc3nc(SCC(=O)O)[nH]c(=O)c23)CO1,0.1,4,5,3,-1,3,-4,-17,18,26
CC(=O)c1cc2c(cc1NC(=O)CSc1nc3ccccc3[nH]1)OCO2,0.5,0,-26,-14,2,13,10,13,-9,14
CC12CCC(C(=O)Nc3ccccc3)(C/C1=N\O)C2(C)C (stereo not given),0.1,0,-16,2,7,-2,3,-14,-6,6

# Entries listed so far containing a CF3 group (2):
SMILES,HIF activator,HSP90 refold inh,KLF5 inh,Platelet DG rel,SKKanGAS inh,HSF1 inh,IEC-6 tox,aSyn UTR inh,HSF-1 act,AI-2 QS mod
C/C(CC(=O)Nc1ccccc1C(F)(F)F)=N\NC(=O)c1cnccn1,0.3,/,/,-2,-1,-84*,/,-11,-88,1
O=C(Nc1cc(C(F)(F)F)ccc1Cl)c1ccncc1,-0.3,0,-8,-14,-8,6,0,-7,38,-3

# As entered above.
# Result of Cc1ccc([N+](=O)[O-])cc1/C=N/Nc1nnnn1-c1ccccc1 under HSP90 refold inh: 3
# Result of O=C(CCc1nnc(CCCCc2ccccc2)o1)N1CCN(CCO)CC1 under HIF activator: -0.2

# (next part)
SMILES,HIF activator,HSP90 refold inh,KLF5 inh,Platelet DG rel,SKKanGAS inh,HSF1 inh,IEC-6 tox,aSyn UTR inh,HSF-1 act,AI-2 QS mod
COc1ccc(NC(=O)Cc2cccs2)c(OC)c1,0.1,0,8,3,-8,-1,-4,-13,9,29
Cc1ccsc1C(=O)N/N=C/c1ccc([N+](=O)[O-])cc1,?,-3,-114,7,1,47,-4,-154,59*,23
CCOCC(=O)Nc1ccc(S(=O)(=O)NCCc2ccccc2)cc1,-0.1,-2,-17,-2,-7,14,1,-4,13,41
CC(=O)ONC(=Nc1ccccc1)c1nonc1N,0.1,7,-26,-5,4,1,-6,0,18,23
O=[N+]([O-])c1ccc(N2CCN(C(=S)Nc3ccc(F)cc3)CC2)cc1,-0.9,-3,2,4,-2,1,-4,16,1,21
CC(=O)N(c1ccc2oc(=O)sc2c1)S(=O)(=O)c1cccc2cccnc12,0.0,-2,-3,-9,-5,0,-9,-14,-22,19
COc1cc(/C=C2/NC(=O)N(Cc3ccccc3F)C2=O)ccc1Oc1ccc([N+](=O)[O-])cn1,0.2,-1,-2,-5,12,14,3,14,24,17
Cc1cc(NCCCN2CCOCC2)n2ncc(-c3ccccc3)c2n1,3.1,-1,-120,10,6,-12,1,-95,-27,22
Cc1cccc(C)c1NC(=O)CNCC(=O)N(C)C,-0.9,1,-10,-2,-2,-7,-9,1,-2,9
O=C(Nc1ccc(O)cc1)c1ccc2c(c1)C(=O)N(Cc1ccco1)C2=O,-0.1,-1,-45,8,7,0,-6,-1,0,17
CC(C)(C)N(Cc1ccccc1)C(=O)CSc1ncn[nH]1,0.7,-1,-20,-6,-3,-4,3,-2,-4,23
CC(C)(C)NC(=O)NC(=O)COC(=O)CCC1CCCC1,0.2,1,-7,8,3,-8,2,12,-6,15
COc1cccc(C(=O)NCC(=O)OCc2ccc(F)cc2Cl)c1,-0.5,-2,-32,0,-4,3,1,-11,8,57
Cc1ccc(NC(=O)NNC(=O)COc2ccc([N+](=O)[O-])cc2)cc1C,-0.1,3,15,-5,6,-3,0,2,-9,-2
O=C(CSc1ncn[nH]1)N1CCN(S(=O)(=O)c2ccc(Cl)cc2)CC1,0.0,-1,-25,-11,1,-6,2,20,-4,14
Cn1c(SCC(=O)N2CCCc3ccccc32)nc2cccnc21,0.1,0,-20,-5,-2,3,-3,-20,-12,9
CCNC(=O)CC1C(=O)N(c2ccc(OC)cc2)C(=S)N1CCc1ccncc1 (stereo not given),1.3,-2,-5,-7,-4,-10,-5,-13,1,10
CCC(=O)N(CCO)Cc1cc2ccc(C)c(C)c2[nH]c1=O,-0.3,-3,-5,-7,5,-6,-1,10,7,-5
Cn1c2c(c(=O)n(C)c1=O)CN(CCCN1CCOCC1)CN2,0.0,3,-13,4,7,-11,-7,6,-13,7
Cc1ccc(NC(=S)N2CCC(c3ccccc3)C2)c(Cl)c1 (stereo not given),-1.7,12,-126,-27,-8,-4,3,9,1,-3

# 4 compounds picked at random from the list so far:
SMILES,HIF activator,HSP90 refold inh,KLF5 inh,Platelet DG rel,SKKanGAS inh,HSF1 inh,IEC-6 tox,aSyn UTR inh,HSF-1 act,AI-2 QS mod
CC(C)(C)N(Cc1ccccc1)C(=O)CSc1ncn[nH]1,0.7,-1,-20,-6,-3,-4,3,-2,-4,23
O=C(Nc1ccc(O)cc1)c1ccc2c(c1)C(=O)N(Cc1ccco1)C2=O,-0.1,-1,-45,8,7,0,-6,-1,0,17
O=C(CSc1ncn[nH]1)N1CCN(S(=O)(=O)c2ccc(Cl)cc2)CC1,0.0,-1,-25,-11,1,-6,2,20,-4,14
Cn1c(SCC(=O)N2CCCc3ccccc32)nc2cccnc21,0.1,0,-20,-5,-2,3,-3,-20,-12,9

# New compounds follow
SMILES,HIF activator,HSP90 refold inh,KLF5 inh,Platelet DG rel,SKKanGAS inh,HSF1 inh,IEC-6 tox,aSyn UTR inh,HSF-1 act,AI-2 QS mod
COc1ccc(C(=O)N2CCN(c3ccc(NC(=O)c4ccco4)cc3)CC2)cc1,0.9,-1,-13,2,22,-7,-9,2,-15,13
COc1ccc(Nc2nc(Nc3ccc(OC)cc3OC)nc(N3CCN(C)CC3)n2)c(OC)c1,-0.7,2,-10,20,2,-1,-2,-17,5,5
CC(C(=O)NCC1CCCO1)N(C(=O)c1snc(C(N)=O)c1N)c1cccc(F)c1 (stereo not given),-0.5,1,-12,-1,5,-2,-4,19,-19,4
COCCNc1nc2nonc2nc1NC(C)c1ccccc1Cl (stereo not given),0.1,-3,1,-2,-7,0,4,-11,13,8
Cc1ccc(C(=O)OCn2ncc(Cl)c(Cl)c2=O)cc1,-3.5,-1,8,-6,7,-94*,44*,43,-95,29
COC(=O)c1cc(C#N)c(Oc2ccc(OC)cc2)nc1C,0.2,0,2,1,3,11,-1,-14,46,0
CCc1c(C)nc2ncnn2c1Nc1ccc(C(C)=O)cc1,3.2,2,-106,-2,22,-3,0,-112,1,9
CC(C)CN(C(=O)COC(=O)CCC(=O)c1ccc(Cl)cc1)c1c(N)n(Cc2ccccc2)c(=O)[nH]c1=O,-0.6,/,/,5,-5,-1,/,-2,10,4
CC(C)c1ccc(S(=O)(=O)N2CCN(C(=O)C3CCCCC3)CC2)cc1,0.1,-4,-1,11,5,-17,0,-18,-35,24
CS(=O)(=O)C1=NSC2=NC(=O)/C(=C\c3cccn3-c3ccc(Cl)cc3)C(=N)N21,-0.7,6,-6,-2,19,-4,2,19,4,29
CSCCC(Nc1ccc(S(=O)(=O)N2CCOCC2)cc1[N+](=O)[O-])C(=O)OCC(=O)NCC(C)C (stereo not given),-0.6,1,-5,7,-1,3,-3,20,2,22
COc1cc(/C=N/NC(=O)Cc2csc(C)n2)ccc1OCC(C)C,-1.3,-1,0,6,17,-5,2,5,3,4
O=C(CCn1c(=S)oc2ccccc21)Nc1cccc(O)c1,-0.6,2,-57,4,2,2,5,-5,10,1
Cc1c(NC(=O)COC(=O)/C=C/c2ccc(Cl)cc2)c(=O)n(-c2ccccc2)n1C,-1.2,1,-19,8,-8,4,1,-8,15,29
Cc1ccc(N(C(=O)Cc2cccs2)C2C=CS(=O)(=O)C2)cc1Cl (stereo not given),-0.3,2,-8,16,-23,-6,6,16,6,7
COCCN(C(=O)CSc1nnc(-c2cccc(F)c2)n1N)c1c(N)n(Cc2ccccc2)c(=O)[nH]c1=O,-0.1,/,/,-1,-1,2,/,-13,1,/
O=C(CCCNC(=O)c1ccc(Cl)cc1)NCc1ccccc1Cl,1.6,2,-9,-1,2,-2,4,-4,-16,1
O=C(NCCCn1ccnc1)c1cccc(Br)c1,0.6,-2,-12,-5,-2,-1,5,-16,1,16
O=C(NCCCN1CCOCC1)c1ccc2c(=O)n(Cc3ccc(Cl)cc3)c(=S)[nH]c2c1,-0.1,1,-25,4,3,0,1,0,7,11
CCN(Cc1ccncc1)C(=O)CSc1ccc2ccccc2c1,1.0,-1,5,-3,8,-1,-2,-9,9,10

# Screens from PubChem.
